dFosB act: activators of delta FosB homodimer, primary screen, biochemical, fluorescence polarization, TAMRA-CDK5 oligo, single point | Protein FosB (Mus musculus), P13346 | purified delta FosB; percent of positive-control signal above neutral wells | activation, % at 25 µM | 340,000 compounds, 0.99% hits;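 active = mean activation above about 17%, with every replicate also reaching it, limit read from the data, passing the limit was not always enough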;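 note: fluorescence polarization rise as delta FosB binds a TAMRA Cdk5 AP-1 oligo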
CDK5 inh: inhibitors of human CDK5/p35 kinase, primary screen, biochemical, single concentration; Cyclin-dependent kinase 5 (Homo sapiens) + Cyclin-dependent kinase 5 activator 1 (Homo …; Recombinant CDK5/p35, ADP-Glo luminescence, 60 min; inhibition, % at 10 µM; 330,000 compounds, 0.01% hits;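 active = highest replicate inhibition of at least 50% and at least 75% of replicates reaching 50%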;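 note: plate controls were DMSO neutral control for no effect and GW8510 at 10 µM for full effect; many of its hits are not listed in these tables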
Target sequence (Q00535 whole entry, looked up): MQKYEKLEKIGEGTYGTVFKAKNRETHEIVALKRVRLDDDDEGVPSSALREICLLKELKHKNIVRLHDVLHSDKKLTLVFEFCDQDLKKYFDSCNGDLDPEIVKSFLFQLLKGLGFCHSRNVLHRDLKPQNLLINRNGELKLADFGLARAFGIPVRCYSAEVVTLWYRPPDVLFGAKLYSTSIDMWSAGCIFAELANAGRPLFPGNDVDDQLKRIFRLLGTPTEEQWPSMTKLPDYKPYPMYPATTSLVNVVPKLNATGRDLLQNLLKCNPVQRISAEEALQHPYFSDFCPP
Target sequence (Q15078 whole entry, looked up): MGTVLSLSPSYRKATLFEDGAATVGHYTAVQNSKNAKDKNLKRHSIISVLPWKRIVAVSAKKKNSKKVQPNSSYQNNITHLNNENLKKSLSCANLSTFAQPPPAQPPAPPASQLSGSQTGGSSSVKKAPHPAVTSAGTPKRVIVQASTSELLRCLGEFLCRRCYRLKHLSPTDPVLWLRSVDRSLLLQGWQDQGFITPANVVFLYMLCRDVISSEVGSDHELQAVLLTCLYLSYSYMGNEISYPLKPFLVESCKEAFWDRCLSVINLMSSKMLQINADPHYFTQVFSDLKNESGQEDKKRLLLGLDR
SR-BI DiI inh: inhibitors of SR-BI mediated HDL lipid uptake, primary screen, ldlA[mSR-BI] cells, fluorescence, single point; inhibition, % at 12.5 µM; Scavenger receptor class B member 1 (Mus musculus), Q61009; 320,000 compounds, 0.96% hits; ldlA[mSR-BI] CHO cells, DiI-HDL uptake fluorescence, 3 h;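 active = mean replicate inhibition of at least 70% and a set share of replicates each scoring 70 or more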;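 note: 0% = median of neutral control wells and 100% = median of positive control wells; values of inactives mirror those of a sister screen read the other way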
HTR5A ag ctr: HTR5A agonists in luminescence cell assay, primary screen, counter-screen for OPRM1-OPRD1 heterodimer agonist project, full-deck HTS; 340,000 compounds, 0.61% hits; 5-hydroxytryptamine receptor 5A (Homo sapiens), P47898; cell-based; activation, % at 9.3 µM; AID 504692, 2011; in the data active = activation mostly above about 9.5%, no sharp cut-off; inactive = mostly below about 7.6%;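 note: 0% = cells with vehicle only and 100% = reference agonist; strong numbers were not always called active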
Rtt109 Vps75: inhibitors of C. albicans Rtt109/Vps75 HAT, primary screen, biochemical, ThioGlo CoA-SH fluorescence, plate reader; Histone acetyltransferase RTT109 (Candida albicans (strain SC5314 / ATCC MYA-2876)), …; 330,000 compounds, 0.16% hits; inhibition, % at 34.9 µM; AID 540336, 2011; purified Rtt109/Vps75, 4 h;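 active = inhibition of at least 50% in every replicate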
Target sequence (Q5AAJ8 whole entry, looked up): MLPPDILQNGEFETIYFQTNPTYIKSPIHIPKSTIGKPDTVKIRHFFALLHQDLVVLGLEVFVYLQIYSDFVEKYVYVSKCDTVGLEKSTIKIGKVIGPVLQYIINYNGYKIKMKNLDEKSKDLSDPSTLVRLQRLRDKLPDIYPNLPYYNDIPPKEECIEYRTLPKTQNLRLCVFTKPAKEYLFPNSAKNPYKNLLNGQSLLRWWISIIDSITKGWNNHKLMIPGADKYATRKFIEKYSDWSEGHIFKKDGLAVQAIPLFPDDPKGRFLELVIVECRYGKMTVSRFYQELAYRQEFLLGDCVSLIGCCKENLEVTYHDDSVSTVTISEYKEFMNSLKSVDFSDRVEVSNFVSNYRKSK
cardiac RTF act: cardiac RTF calcium sensitivity activators, primary screen, biochemical, IANBD-TnC fluorescence, EC20 calcium | activation, % at 7.2 µM | IANBD-labeled TnC RTF fluorescence at EC20 calcium; 0% EC20 calcium, 100% full calcium | AID 493008, 2010 | 340,000 compounds, 0.24% hits;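 active = activation above the mean over all tested compounds plus 3 SD, cut at about 30% in these data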;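 note: rise in fluorescence read as greater calcium sensitivity of cardiac thin filaments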
MITF act: activators of MITF-driven TRPM1 promoter reporter, primary screen, cell-based, SK-MEL-5, luciferase, single point | SK-MEL-5 TRPM1-promoter luciferase, 24 h; % of positive control, neutral wells = 0 | activation, % at 12.5 µM | 300,000 compounds, 0.75% hits;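 active = mean activation of at least 80% with every replicate also reaching 80%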;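 note: 0% = neutral control wells and 100% = parthenolide positive control wells; values of inactives mirror those of a sister screen read the other way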
PvdQ inh: P. aeruginosa PvdQ acylase inhibitors, primary screen, biochemical, fluorescence, plate reader and imaging, single point; purified PvdQ acylase; inhibition, % at 10 µM; 340,000 compounds, 0.063% hits; PvdQ acylase [Pseudomonas aeruginosa LESB58]; in the data active = inhibition above about 30%, passing the limit was not always enough;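 note: 0% = vehicle neutral wells and 100% = reference inhibitor wells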
Wnt bcat act: Wnt/beta-catenin pathway activators, primary screen, cell-based, plate reader, single point; Wnt/beta-catenin reporter cell assay, activator; activation, % at 9.35 µM; 300,000 compounds, 1.2% hits; AID 743398, 2014; in the data active = activation above about 30%, passing the limit was not always enough;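 note: 0% = neutral control wells and 100% = positive control wells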
SR-BI uptake up: activators of SR-BI mediated DiI-HDL uptake, primary screen, ldlA[mSR-BI] CHO cells, DiI fluorescence. 3 h; 100 = double the neutral-control signal. 320,000 compounds, 0.096% hits. activation, % at 12.5 µM;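 active = mean replicate activation of at least 60% and every replicate at or above 60%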;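 note: 0% = median plate neutral-control signal and 100% = twice that signal; values of inactives mirror those of a sister screen read the other way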
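Assay system: CHO ldlA[mSR-BI] cells, LDL receptor-null, SR-BI overexpressing; medium: Ham's F12 with 0.5% BSA, HEPES 25 mM, pH 7.4; also added: DiI-HDL 10 µg/mL; timing: 3 h uptake period with compound, 37 °C; signal: DiI fluorescence, bottom read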
The depositor's hits bear a star; . = no result given.

SMILES	dFosB act	CDK5 inh	SR-BI DiI inh	HTR5A ag ctr	Rtt109 Vps75	cardiac RTF act	MITF act	PvdQ inh	Wnt bcat act	SR-BI uptake up
CC1CC(C)CN(CC(O)COC2CC(C)CC(C)(C)C2)C1 (stereo unspecified)	2	0.5	-14	-5	3	-2	-6	-9	-1	14
Cc1[nH]nc(N2CCCCCC2)c1[N+](=O)[O-]	-4	0.6	-3	-2	24	-5	-2	12	-2	3
O=C(NNC1CC(=O)N(c2ccccc2)C1=O)c1ccco1 (stereo unspecified)	-3	1.3	-4	-1	-6	4	3	-6	0	4
C=CCOc1ccc(Br)cc1/C=N/O	-5	0.4	-16	1	-2	-4	5	-6	.	16
Cc1ccc(S(=O)(=O)NCCC(=O)NCC(c2ccco2)N2CCCCC2)cc1C (stereo unspecified)	0	0.4	-39	-6	2	-8	2	5	-2	39
FC(F)(F)c1cccc(N2CCN(C(=S)NC3CCCCC3)CC2)c1	-11	0.4	39	2	8	5	-2	-6	.	-39
NS(=O)(=O)c1ccc(CCNC(=O)c2ccc[nH]c2=S)cc1	-3	2.3	-11	-3	-2	-2	-2	-3	-1	11
COc1ccc(-c2cc(=O)oc(-c3cccc(C)c3)n2)cc1	0	0.7	1	-2	-3	0	.	-7	2	-1
Cc1onc(-c2ccccc2Cl)c1C(=O)N1CCC(C)CC1	0	-2.1	-23	0	-2	5	-15	-14	-1	23
Cc1cc(N2C(=O)C(O)=C(C(=O)c3cccs3)C2c2cccc(O)c2)no1 (stereo unspecified)	3	-0.3	0	13	27	0	2	-7	7	0

Grouped by structure: those above containing nitrogen in an aromatic ring.
SMILES	dFosB act	CDK5 inh	SR-BI DiI inh	HTR5A ag ctr	Rtt109 Vps75	cardiac RTF act	MITF act	PvdQ inh	Wnt bcat act	SR-BI uptake up
Cc1[nH]nc(N2CCCCCC2)c1[N+](=O)[O-]	-4	0.6	-3	-2	24	-5	-2	12	-2	3
NS(=O)(=O)c1ccc(CCNC(=O)c2ccc[nH]c2=S)cc1	-3	2.3	-11	-3	-2	-2	-2	-3	-1	11
COc1ccc(-c2cc(=O)oc(-c3cccc(C)c3)n2)cc1	0	0.7	1	-2	-3	0	.	-7	2	-1
Cc1onc(-c2ccccc2Cl)c1C(=O)N1CCC(C)CC1	0	-2.1	-23	0	-2	5	-15	-14	-1	23
Cc1cc(N2C(=O)C(O)=C(C(=O)c3cccs3)C2c2cccc(O)c2)no1 (stereo unspecified)	3	-0.3	0	13	27	0	2	-7	7	0

Next structures follow:
SMILES	dFosB act	CDK5 inh	SR-BI DiI inh	HTR5A ag ctr	Rtt109 Vps75	cardiac RTF act	MITF act	PvdQ inh	Wnt bcat act	SR-BI uptake up
OC(CN1CCOCC1)Cn1c2ccccc2c2ccccc21 (stereo unspecified)	-3	1.2	5	0	-13	0	-16	-7	1	-5
O=C(O)CCSc1nc2ccccc2n1Cc1ccccc1	-9	-0.4	-4	1	1	3	-12	-10	2	4
COc1ccc(Nc2cc(C(=O)N3CCc4ccccc4C3)c3ccccc3n2)c(OC)c1	3	0.2	78*	4	.	-5	-7	5	2	-78
CCOc1ccc(-c2cc(N3C(=O)Nc4ccccc4N3O)on2)cc1	2	3.7	-23	2	-8	2	-13	-11	.	23
C/C(=N\Nc1nc(-c2ccccc2)cs1)c1cccs1	-5	2.7	38	-1	9	-11	10	8	-5	-38
COCCNC(=O)COC(=O)C1=Cc2ccccc2OC1	2	-0.1	-26	5	-7	4	4	-13	-1	26
CCOC(=O)N1CCN(C(=O)CN(C2CCCCC2)S(=O)(=O)c2c(C)cc(C)cc2C)CC1	-9	-2.3	24	-1	.	1	.	-14	.	-24
COc1cc(C(=O)c2ccc3c(c2)OCO3)cc(OC)c1OC	-4	0.2	11	-1	-9	5	-21	-15	-8	-11
Cc1cc(NC(=O)CSc2nnc(CNc3ccc(F)cc3)n2C2CCCCC2)no1	-16	1.0	0	0	7	-3	-14	-16	-3	0
CCN1CCc2c(sc3c2c(NCc2ccco2)nc2nnnn23)C1	-4	-0.5	-15	3	4	3	9	-16	-4	15
CCN(C(=O)COC(=O)c1cc(Cl)ccc1OC)c1c(N)n(Cc2ccccc2)c(=O)[nH]c1=O	-10	-0.8	47	-2	-2	-6	13	-7	-2	-47
Cc1ccc(Cl)cc1NC(=O)CCN1C(=O)C2C3CCC(C3)C2C1=O (stereo unspecified)	-4	0.6	-9	0	-6	0	-5	-7	-2	9
Cc1cccc(C(=O)N/N=C/c2ccc[nH]2)c1	4	2.3	-12	-5	5	-1	13	3	1	12
O=C(CCc1nc2sc3c(c2c(=O)[nH]1)CCCC3)N1CCN(c2ccccc2)CC1	-11	1.9	-12	2	2	-1	8	4	-1	12
Cc1onc(C(=O)Nc2ccccc2C(F)(F)F)c1[N+](=O)[O-]	1	0.3	-10	-4	-2	-3	0	-9	0	10
Cc1ccc(C)c(-n2c(Cc3cccs3)n[nH]c2=S)c1	-7	-1.9	-23	-1	-21	7	-7	-13	-5	23
O=C(CNCc1cccs1)Nc1ccc(OC(F)(F)F)cc1	2	0.3	-17	3	-2	-2	.	-9	2	17
COc1ccc2oc(=N)c(C(=O)Nc3ccc(Cl)cc3)cc2c1	-1	-9.0	21	-3	2	9	.	-18	2	-21
CC(=O)Nc1ccc(NC(=O)c2ccc(-n3c(C)ccc3C)cc2)cc1	-7	-2.3	13	5	-3	6	-7	-26	.	-13
CN1CCN(c2cnn(-c3ccccc3)c(=O)c2Br)CC1	-10	0.2	-6	3	-5	4	15	-7	0	6
CCC1(O)CC(c2ccccc2)=NN1C(=O)c1ccccc1F (stereo unspecified)	2	-6.8	7	0	-8	10	.	-21	-3	-7
COc1ccc(-n2c(CN3CCN(c4ccc(F)cc4)CC3)nc3ccc([N+](=O)[O-])cc3c2=O)c(OC)c1	-8	-0.9	32	3	-6	4	-7	-13	1	-32
COC(=O)C1CCN(Cc2ccc(OCCCN3CCN(c4ccc([N+](=O)[O-])cc4)CC3)cc2)CC1	-10	-1.5	-19	-1	0	6	-2	-11	-3	19
CCc1noc(C)c1C(=O)N(CC)CC(=O)NCc1ccc(Cl)cc1	-5	-2.1	-6	0	0	1	7	-10	-1	6
NC(=NCCc1ccccc1)NS(=O)(=O)c1ccccc1	0	1.0	0	0	-1	11	0	-24	.	0
COc1cccc(N2CCN(CC(=O)Nc3nnc(-c4ccccc4)s3)CC2)c1	-10	-1.2	31	1	4	-2	4	5	.	-31
Cc1cccc(OCCOC(=O)c2ccc(F)c(S(=O)(=O)N3CCOCC3)c2)c1	-11	0.4	9	4	6	-7	-1	1	-2	-9
CCNC(=S)Nc1ccc(S(=O)(=O)Nc2cc(C)nc(C)n2)cc1	-7	0.2	0	1	-3	-1	2	-3	-1	0
Cc1ccc2[nH]c(=O)c(CN(CC3CCCO3)C(=O)c3cccs3)cc2c1 (stereo unspecified)	-4	-0.2	.	0	13	0	-8	4	0	.
CCOC(=O)C1CCN(C(=O)C2CCN(c3nn4c(=O)cc(C)nc4s3)CC2)CC1	-2	0.5	3	0	-9	-1	-4	-14	0	-3
COc1ccc(-c2cc(C)no2)cc1S(=O)(=O)N1CCOc2ccc(C)cc21	44*	1.7	-2	4	-6	-9	-3	-7	-1	2
O=C(CC1OC(=O)c2ccccc21)NNC(=O)c1ccc(F)cc1 (stereo unspecified)	7	-0.8	-6	-2	-2	0	3	-11	1	6
CCOC(=O)C1=CN(Cc2cccc(F)c2)S(=O)(=O)N(CC)C1c1ccc2ccccc2c1 (stereo unspecified)	-4	6.0	-1	-1	18	-2	-5	11	-2	1
CC(c1ccccc1)N1C(=O)C2C3C=CC(C4CC34)C2C1=O (stereo unspecified)	7	0.6	-7	-4	-5	-2	-7	-3	-6	7
COc1cc(OC)cc(C(=O)OCC(=O)Nc2ccc(F)cc2F)c1	-1	0.7	-23	4	3	-2	-6	-3	-1	23
O=C(Nc1cccnc1Cl)C1c2ccccc2Oc2ccccc21	8	0.5	-15	-3	-2	-4	0	-5	-1	15
Cc1cc(C)cc(NC(=O)c2ccc(CNc3c(N4CCCC4)c(=O)c3=O)cc2)c1	-8	0.1	5	2	1	-4	-9	-2	-3	-5
O=C(NC1CCN(C(=S)Nc2ccc(Cl)cc2)CC1)C1CCCCC1	-1	2.3	.	1	10	-4	-2	8	-2	.
O=C(Nc1cccc(Cl)c1)c1cccnn1	-7	-0.4	-10	1	3	-4	20	-7	4	10
Fc1ccc(NC(=S)NN=Cc2ccccc2Cl)cc1	-3	0.4	18	-3	2	6	5	4	-3	-18
CCOCCCNC(=O)CN1C(=O)CSc2ccccc21	0	0.7	-10	4	-9	-2	-1	4	-1	10
CCn1nc(C)cc1C(=O)N1CCCC(Nc2ccc(C(C)C)cc2)C1 (stereo unspecified)	-7	0.5	-15	4	-13	1	2	-10	1	15
CCOc1ncccc1C(=O)Nc1ccc(S(=O)(=O)N2CCCC2)cc1	0	-6.0	22	-1	-1	0	10	-1	0	-22
CCC(CO)Oc1cc(NC(=O)c2ccccc2F)c2ncn(C(C)C)c2c1 (stereo unspecified)	-3	-0.5	39	-6	7	-6	7	18	-1	-39
COc1ccccc1N(CC(=O)NCCSCc1ccc(C)cc1)S(=O)(=O)c1ccccc1	-12	2.5	-7	2	8	-7	0	4	-1	7
CC(=O)c1ccccc1C(=O)N1CCCC(C(=O)c2ccc(C(F)(F)F)cc2)C1 (stereo unspecified)	-2	-1.2	8	1	16	4	30	-14	6	-8
CN(C)CCn1cnc2c1c(=O)n(C)c(=O)n2C	-1	-4.2	-16	.	-15	-5	-7	-4	1	16
CC1=C(C(=O)Nc2ccccc2F)C(c2cccs2)NC(=S)N1 (stereo unspecified)	-5	1.0	31	-1	14	0	1	5	1	-31
CCn1c(=O)c(CCC(=O)NCCN2CCOCC2)c(C)c2c(C)nn(-c3ccccc3)c21	-1	1.4	9	0	6	-9	10	1	1	-9
Cc1ccccc1C1CCCN(C(=O)c2cc(COc3c(F)cccc3F)on2)C1 (stereo unspecified)	-13	-1.0	.	4	-8	-1	4	-16	15	.
(next part)
SMILES	dFosB act	CDK5 inh	SR-BI DiI inh	HTR5A ag ctr	Rtt109 Vps75	cardiac RTF act	MITF act	PvdQ inh	Wnt bcat act	SR-BI uptake up
COc1ccc(NC(=O)C(F)(OC)C(F)(F)F)c(OC)c1 (stereo unspecified)	-4	-3.0	-13	5	1	3	-2	-19	0	13
CCOc1ccc(S(=O)(=O)Nc2ccccn2)c2ccccc12	-4	1.1	1	-5	-1	2	-6	-5	0	-1
O=C(O)C1C2CCC(C2)C1C(=O)NCc1ccco1 (stereo unspecified)	-10	-0.1	2	-2	5	5	16	-8	-1	-2
Cc1ccc(OCCn2cnc3ccccc3c2=O)c([N+](=O)[O-])c1	0	0.6	13	-3	-3	-5	61	-2	41*	-13
